# CYP2C9 inh: human CYP2C9 inhibition. CYP2C9 Supersomes, luciferin-H conversion, luminescence. inhibition, % at 5 µM. 96,000 tested, 20% active;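 active = blocking of liver enzyme CYP2C9 beyond about 50% at 5 µM, limit read from the data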; also: values of inactives mirror those of a sister screen read the other way
# Target sequence (P11712 whole entry, looked up): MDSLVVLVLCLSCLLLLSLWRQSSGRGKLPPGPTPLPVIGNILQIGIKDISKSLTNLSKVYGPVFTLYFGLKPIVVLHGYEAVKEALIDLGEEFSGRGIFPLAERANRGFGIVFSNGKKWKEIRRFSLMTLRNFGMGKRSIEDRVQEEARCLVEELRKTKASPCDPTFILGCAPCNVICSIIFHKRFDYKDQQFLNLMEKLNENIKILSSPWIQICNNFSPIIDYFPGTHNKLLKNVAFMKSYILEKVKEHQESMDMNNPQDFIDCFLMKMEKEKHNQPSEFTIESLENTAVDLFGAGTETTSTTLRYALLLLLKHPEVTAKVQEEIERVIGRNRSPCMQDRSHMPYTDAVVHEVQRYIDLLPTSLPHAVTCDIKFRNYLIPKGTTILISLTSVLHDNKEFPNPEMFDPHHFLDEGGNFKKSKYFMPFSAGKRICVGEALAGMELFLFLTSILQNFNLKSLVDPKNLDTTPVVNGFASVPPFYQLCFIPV
# PTPN22 inh 2: blocks human PTPN22 phosphatase activity | AID 640 | 96,000 tested, 0.21% active | recombinant LYP catalytic domain, DiFMUP fluorescence | inhibition, % at 2 µM;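 active = inhibition at 2 µM at or above a set limit, the screen mean plus 3 SD, cut at about 24% in these data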;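 also: 0% = DMSO with enzyme and 100% = enzyme fully blocked by orthovanadate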
# PTPN22 act: activators of human LYP (PTPN22) phosphatase. Q9Y2R2. recombinant LYP, DiFMUP fluorescence; 0 = plate median, 100 = signal doubled. activation, % at 2 µM. 96,000 tested, 0.11% active. AID 697;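 active = activation at 2 µM above a set limit, the mean plus 5 SD, cut at about 37% in these data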
# PostGolgi ctrl: inhibits growth of the yeast control strain; efflux-deficient yeast background strain, growth absorbance A615, 16 h; inhibition, % at 10 µM; 98,000 tested, 5% active; AID 738
# Pyk2 oligo antag: blocks oligomerization of human Pyk2 in cells. Q14289. Q293 cells, Pyk2 FERM NanoBiT luminescence; active compounds read low. z-score (the deposit names both 25 µM and 10 µM). 99,000 tested, 0.83% active. AID 1347419;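 active = Z-score of -3 or lower, scaled per plate to the spread of control and sample wells; inactive = z-score above -3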;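 also: negative z-score means lost luminescence so less FERM oligomerization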
# PostGolgi yeast: growth inhibition of a yeast mutant, post-Golgi transport screen; post-Golgi transport phenotypic cell assay; inhibition, % at 10 µM; 98,000 tested, 0.9% active;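 also: yeast cells grown in 1536-well plates; yeast grown about 18 h at 30C before absorbance read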
# DAT uptake mod: human DAT dopamine uptake with cocaine, either direction | Q01959 | LLC-PK1 hDAT cells, [14C]-dopamine uptake with cocaine IC80; actives deviate in either direction | B-score at 10 µM | 110,000 tested, 1.3% active | AID 449768;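 active = Z score or B-score, a plate-position-corrected score, falls beyond the plate's 99.7% confidence bounds, in either direction; inactive = both scores lie inside the 99.7% bounds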;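 also: scored against the spread of the other compound wells on the same plate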
# Target sequence (Q01959 whole entry, looked up): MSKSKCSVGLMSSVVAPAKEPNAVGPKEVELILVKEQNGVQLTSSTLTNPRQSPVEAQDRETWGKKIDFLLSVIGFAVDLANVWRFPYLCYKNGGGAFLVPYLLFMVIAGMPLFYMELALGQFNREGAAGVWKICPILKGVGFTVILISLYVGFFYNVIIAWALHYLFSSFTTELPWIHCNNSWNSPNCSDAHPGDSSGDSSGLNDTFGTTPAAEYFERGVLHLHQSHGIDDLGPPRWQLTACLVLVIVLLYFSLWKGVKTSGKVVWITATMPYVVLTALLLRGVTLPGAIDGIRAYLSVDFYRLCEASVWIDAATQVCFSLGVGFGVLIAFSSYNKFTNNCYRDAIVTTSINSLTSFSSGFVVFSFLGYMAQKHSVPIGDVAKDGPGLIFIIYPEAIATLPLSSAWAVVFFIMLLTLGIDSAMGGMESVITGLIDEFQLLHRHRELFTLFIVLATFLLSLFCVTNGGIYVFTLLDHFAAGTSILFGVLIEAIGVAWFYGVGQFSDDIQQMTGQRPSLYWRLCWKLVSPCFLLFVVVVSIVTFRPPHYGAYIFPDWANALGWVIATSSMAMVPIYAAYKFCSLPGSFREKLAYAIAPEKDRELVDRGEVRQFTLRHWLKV
# CYP2C9 activ: increases human cytochrome P450 2C9 activity; recombinant CYP2C9, luciferin-H conversion, luminescence; active compounds read high; factor 1 = untreated enzyme, 0 = blocked; P11712; activation factor at 5 µM; 96,000 tested, 1.4% active;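 active = activation factor of 2 or more for CYP2C9 at a 5 µM dose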;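 also: 0 = sulfaphenazole-blocked wells and 1 = vehicle-only wells; values of inactives mirror those of a sister screen read the other way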
# Ecoli WT expand: blocks growth of wild type E. coli BW25113 | OD600 absorbance | 98,000 tested, 0.15% active | AID 710 | growth inhibition, % at 100 µM;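 active = growth inhibition above about 50% at one test dose, limit read from the data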;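 also: growth measured after 20 h incubation at 37 °C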
# Numbers without * were called inactive; x = no result given; & = joins results of further samples. Rule as the data show it, unless noted: active = inhibition above about 30%; inactive = the rest.
SMILES,CYP2C9 inh,PTPN22 inh 2,PTPN22 act,PostGolgi ctrl,Pyk2 oligo antag,PostGolgi yeast,DAT uptake mod,CYP2C9 activ,Ecoli WT expand
Cc1cccc2cc(CN(Cc3nnnn3Cc3ccco3)C3CCCC3)c3nnnn3c12,94*,23,-20,43*,-0.64,17,-7.4*,0.1,-13
Cc1cc(-c2ccccc2)nc(N2CCC(C(=O)NC34CC5CC(CC(C5)C3)C4)CC2)n1,11,-1,1,18,-0.11,-5,0.42,0.9,-9
CC(=O)C1=C(NC(=O)c2ccc(F)cc2)CC2C1C2(C)C (centres undefined),0,-6,8,17,0.45,7,1.3,1,7
O=c1c2ccccc2oc2nc3n(c(=O)c12)CCCS3,-21,-3,4,0,-0.39,6,0.33,1.2,3
OC(Cn1nnc2ccccc21)Cn1c(C(F)(F)F)nc2ccccc21 (centres undefined),57*,-10,8,2,-0.49,3,1.3,0.4,5
CCC(NC(=O)c1cccc(Cn2cc([N+](=O)[O-])cn2)c1)c1ccc(C(C)C)cc1 (centres undefined),96*,19,-17,8,-0.91,-5,-0.67,0,-16
CS(=O)(=O)N1CCN(c2ccc(NC(=O)c3ccc(Br)o3)cc2)CC1,6,7,-4,8,-0.52,4,-0.52,0.9,-1
CC(C)Oc1ccc(C(=O)N/N=C/c2ccc(-c3ccc(S(=O)(=O)Nc4ncccn4)cc3)o2)cc1,84*,10,-9,4,0.53,8,-0.13,0.2,10
Cc1nc2cc(NC(=O)N3CC4(C)CC3CC(C)(C)C4)ccc2n1C (centres undefined),-11,0,-1,6,-0.51,1,0.16,1.1,8
CCCCN(C(=O)Cn1nnc2ccccc21)C(C(=O)NCCOC)c1ccc(OC)cc1OC (centres undefined),31,x,x,x,1.3,x,-0.012,0.7,x
COc1cccc(CN2C(=O)CN(C3CCCCC3)C(=O)C2c2ccc(F)cc2)c1 (centres undefined),46,-5,4,24,-1.3,11,0.45,0.5,4
CCC1CCCCN1C(=O)Cn1c(=O)n(CCC(=O)NCc2ccco2)c(=O)c2sccc21 (centres undefined),45,0,-2,1,1.1,3,-0.22,0.5,4
COC(=O)c1[nH]c2ccc(Br)cc2c1NC(=O)CN1CCN(C2CCCCC2)CC1,18,-5,3,3,0.63,-7,2.9*,0.8,7
O=C1C(C=NCc2cccnc2)=C(O)c2ccccc21,5,-9,6,40*,-0.21,-8,-0.27,0.9,2
Cc1ccc(C(=O)NC2CCCc3ccccc32)o1 (centres undefined),5,-4,-1,3,0.44,-6,1.4,1,2
COc1ccc(C2C(C(C)=O)=C(O)C(=O)N2CCO)c(OC)c1 (centres undefined),-6,-4,4,-6,1.1,-1,-0.41,1.1,-5
Cc1cc2cc(CN(Cc3ccco3)S(=O)(=O)c3c(C)ccc4nsnc34)c(=O)[nH]c2cc1C,-3,10,-8,21,0.5,-6,0.11,1,1
CCN(CC)C(=O)N1c2ccccc2CC(N(CC)CC)c2ccccc21 (centres undefined),-7,4,-5,12,-0.18,-3,0.31,1.1,-4
Cc1sc2ncn(CC(=O)NCC(=O)N(C)C3CCCCC3)c(=O)c2c1C,15,4,-6,4,-0.39,-3,0.11,0.8,3
COc1ccccc1-c1n[nH]c(=S)n1-c1ccccc1,9,2,-4,3,0.11,0,-0.96,0.9,4
COc1cc(NC(=O)c2cc3c(=O)n(C)c4ccccc4c3n2C)cc(OC)c1OC,2,-7,4,9,x,1,-0.0068,1,-6
Cc1occc1-c1nnc(SCC(=O)Nc2nccs2)n1Cc1ccco1,55*,-6,5,36*,0.13,-4,0.82,0.5,4
CC(C)(C)C(=O)Nc1ccccc1C(=O)Nc1cccnc1,17,x,x,17,-0.43,5,0.65,0.8,5
CC1CCN(CCCNC(=O)c2ccc(CS(=O)(=O)Cc3ccccc3F)o2)CC1,x,1,-4,x,-0.11,x,0.16,x,x
CCOC(=O)c1c(NC(=O)c2ccc(N3C(=O)C4C5C=CC(C5)C4C3=O)cc2)sc2c1CCCC2 (centres undefined),66*,-4,2,12,-0.15,-2,0.87,0.3,-11
CC(=O)c1c(N2CCOCC2)nc(=S)n(Cc2ccccc2)c1C,12,0,-1,-6,-0.03,-4,-0.0041,0.9,-3
O=c1sc2ccccc2n1COc1ccc(Cl)cc1,94*,3,0,23,-1.5,-4,-0.25,0.1,6
CCCN1c2cccc3cccc(c23)S1(=O)=O,-336,x,x,9,-0.06,-2,-0.016,4.4*,0
COc1cc(C(=O)OCC(=O)c2cc(C)n(C)c2C)cc(NC(=O)c2ccco2)c1OC,-2,1,-3,1,-0.34,9,-1.1,1,-5
CCOC(=O)N1CCN(C(=O)c2ccc3c(=O)n(CCOC)c(=O)[nH]c3c2)CC1,-3,8,-11,-6,0.1,-5,x,1,-1
CC(=O)N[C@H]1C[C@@H]1c1ccccc1,-10,-3,-3,-6,0.55,-1,-0.29,1.1,9
CC1CCC(C(=O)NC(C(=O)NCc2ccccn2)C(C)C)CC1 (centres undefined),13,5,-6,6,0.07,-3,-0.19,0.9,2
NC(=O)CSc1nnc(Cn2c(=O)sc3ccccc32)n1-c1ccccc1,x,x,x,0,x,8,-0.069,x,-10
C=CCn1c(SCC(=O)Nc2ccccc2C)nc2sc(C)c(C)c2c1=O,x,5,-5,x,0.29,x,-0.49,x,x
Cc1cc(C)n(C(=O)CCCC(=O)n2nc(C)cc2C)n1,-20,x,x,-2,0.09,1,-0.41,1.2,-7
CC(NC(=O)c1cccs1)C(=O)NC1=NCCS1 (centres undefined),-2,3,-3,1,-0.12,1,0.026,1,-1
COc1ccc2c(CCNC(=O)c3ccco3)c[nH]c2c1,39,-8,8,-1,0.92,-2,x,0.6,3
Cc1ccc(N(C(=O)c2sc(C)nc2C)C(C(=O)NCc2ccco2)c2ccccc2)cc1 (centres undefined),10,8,-4,5,-0.69,3,0.24,0.9,-8
Cc1ccc(CNC(=O)c2cn(C)c(=O)c3c2c2ccccc2n3C)o1,23,12,-9,5,-0.58,-14,0.63,0.8,-2
c1ccc(-c2csc3nnc(SCc4ccc5c(c4)OCO5)n23)cc1,92*,5,-7,33*,x,-3,-0.35,0.1,-7

# Some entries already given, showing only PostGolgi yeast and CYP2C9 activ:
compound	PostGolgi yeast	CYP2C9 activ
CC(=O)N[C@H]1C[C@@H]1c1ccccc1	-1	1.1
CC(NC(=O)c1cccs1)C(=O)NC1=NCCS1 (centres undefined)	1	1
NC(=O)CSc1nnc(Cn2c(=O)sc3ccccc32)n1-c1ccccc1	8	x
Cc1ccc(CNC(=O)c2cn(C)c(=O)c3c2c2ccccc2n3C)o1	-14	0.8

# The list continues:
SMILES,CYP2C9 inh,PTPN22 inh 2,PTPN22 act,PostGolgi ctrl,Pyk2 oligo antag,PostGolgi yeast,DAT uptake mod,CYP2C9 activ,Ecoli WT expand
CN1CCC(N2CCCC(C(=O)O)C2)CC1 (centres undefined),7,-4,6,1,1.7,-12,-1,0.9,17
COC(=O)c1[nH]c2cc(OC)ccc2c1NC(=O)c1ccc2c(c1)OCO2,10,2,-4,-7,-1.2,-11,-0.94,0.9,-6
O=C(CSc1nnc(NC(=O)C2CCC2)s1)Nc1ccc(N2CCOCC2)cc1,10,-1,-2,-3,-1.4,16,-0.05,0.9,-9
CC(C)COP(=O)(c1ccc(N(C)C)cc1)C(O)c1ccncc1 (centres undefined),58*,-17,17,2,0.89,-1,-0.51,0.4,-8
CCOC(=O)c1[nH]c2cc(OC)c(OC)cc2c1NC(=O)C(C)N1CCN(Cc2ccccc2)CC1 (centres undefined),15,-6,7,-4,0.04,-1,2.3&1.3,0.8,-2
CCNC(=O)CSc1nnc(-c2cccc(S(=O)(=O)N(CC)CC)c2)n1CCc1ccccc1,12,-1,2,3,-1.4,5,0.44,0.9,4
Cc1ccc(C(=O)CSc2cc(C)nc(SCC(=O)c3ccccc3)n2)cc1,73*,-9,10,5,-1.9,2,2.4,0.3,0
N#Cc1c(Cl)cccc1-n1ccnc1,51*,-3,5,12,0.65,-16,1.6,0.5,10
CC(CCc1ccco1)NC(=O)Nc1cccc(F)c1 (centres undefined),83*,1,-3,5,1.3,28,-2.6*,0.2,27
CCNC(=O)O/N=C(\C)c1sc(-c2ccccc2)nc1C,44,x,x,24,-1.2,12,0.79,0.6,0
Cc1ccc(N(CC(=O)Nc2cc(C)cc(C)c2)S(=O)(=O)c2cccc3nonc23)cc1,49,8,-5,26,-0.05,-1,-0.17,0.5,-6
CCCOc1ccccc1NC(=O)c1c(-c2ccccc2)noc1C,-15,-3,2,15,x,6,-0.023,1.1,5
COCCNC(=O)c1cc2cc(Br)cc(OC)c2oc1=O,-9,-5,5,4,0.21,-6,-0.22,1.1,-1
CC(C)CCN(CCC(C)C)C/C(O)=C(\C#N)c1nc(-c2ccccc2)cs1,1,-5,3,9,0.61,17,0.91,1,-2
CCCC1=C(C(=O)OCC)C(c2c(C)nn(-c3ccccc3)c2Cl)C(C#N)=C(N)O1 (centres undefined),55*,1,0,23,-1.3,-4,1.1,0.5,8
Cc1cc(C)nc(N/C(=N\S(=O)(=O)Cc2ccccc2)Nc2cccc(Cl)c2C)n1,2,-13,11,22,-0.64,-4,0.018,1,-8
CSc1ccccc1-c1nnc(-c2ccc(Cl)cc2)o1,-19,-2,5,3,-1.2,-3,-0.98,1.2,-3
CCCCCC1CC(=O)N(Cc2ccccc2)C(=O)N1 (centres undefined),-2,7,-8,27,-0.55,5,0.03,1,0
CCCCNC(=O)C1CC(=O)N(CCC(C)C)C1 (centres undefined),-1,0,-1,5,2.8,5,0.28,1,4
CCCc1ncc(C(O)c2cccc3ccccc23)n1C (centres undefined),40,-1,0,6,0.64,-1,0.02,0.6,3

# Entries of single compounds, quoted from the list.
# COCCNC(=O)c1cc2cc(Br)cc(OC)c2oc1=O is listed as CYP2C9 inh = -9; PTPN22 inh 2 = -5; PTPN22 act = 5; PostGolgi ctrl = 4; Pyk2 oligo antag = 0.21; PostGolgi yeast = -6; DAT uptake mod = -0.22; CYP2C9 activ = 1.1; Ecoli WT expand = -1
# COc1ccc(C2C(C(C)=O)=C(O)C(=O)N2CCO)c(OC)c1 (centres undefined) is listed as CYP2C9 inh = -6; PTPN22 inh 2 = -4; PTPN22 act = 4; PostGolgi ctrl = -6; Pyk2 oligo antag = 1.1; PostGolgi yeast = -1; DAT uptake mod = -0.41; CYP2C9 activ = 1.1; Ecoli WT expand = -5

# The list continues:
SMILES,CYP2C9 inh,PTPN22 inh 2,PTPN22 act,PostGolgi ctrl,Pyk2 oligo antag,PostGolgi yeast,DAT uptake mod,CYP2C9 activ,Ecoli WT expand
CCCN(CC1CC1)C(=O)CSc1nnc(-c2cc(-c3cccs3)nc3ccccc23)o1,55*,9,-6,1,-0.96,-13,-0.011,0.4,-18
Cn1c(=O)oc2cc(S(=O)(=O)NCCN3CCN(c4ccccc4)CC3)ccc21,-18,2,-5,7,x,2,-0.68,1.2,3
CN(CC(=O)Nc1nc2ccccc2s1)S(=O)(=O)c1ccc(Cl)cc1,37,10,-9,31*,-0.8,2,0.25,0.6,-5
CCOc1ccc(Nc2ncnc3c2cnn3-c2ccccc2)cc1,-2,x,x,7,x,-6,-0.2,1,0
C=CCn1c(=S)[nH]c2sc3c(c2c1=O)CCC3,x,-8,8,x,0.67,x,0.65,x,x
CC(C)(C)SCCNC(=O)COc1ccccc1,13,-1,1,-4,0.66,1,-0.008,0.9,5
O=C(NCc1ccccc1)C1CCCN(S(=O)(=O)c2cccs2)C1 (centres undefined),82*,0,0,15,0.05,0,-0.008,0.2,-5
COc1ccc(CNC(=O)Cn2nc(C(F)(F)F)c3c2CCC3)cc1,-203,-3,0,18,-0.09,-8,-0.97,3*,3
O=C(Cc1cccs1)NCC1CCCO1 (centres undefined),-1,8,-10,4,0.82,-2,0.27,1,-3
CCc1nnc(NC(=O)[C@@H](NC(=O)c2cccc(S(=O)(=O)N3CCOCC3)c2)C(C)C)s1,8,17,-14,-4,-0.5,-2,1.1,0.9,6
CC(C)CC(=O)NS(=O)(=O)c1ccc(N)cc1,x,-8,7,x,-0.12,x,-0.73,x,x
COc1cccc2c1N1C(=O)c3c(C(=O)O)cccc3C1CC2(C)C (centres undefined),70*,8,-10,5,-0.05,-4,0.31,0.3,5
COC(=O)c1ccccc1NC(=O)C1CCC(=O)N1S(=O)(=O)c1ccc(C)cc1 (centres undefined),24,-4,7,0,0.54,10,0.5,0.8,1
